ABHD4 inh: ABHD4 (mouse) inhibition, primary FP screen; inhibition, % at 8.92 µM; purified mABHD4, FP-Rh probe fluorescence polarization; 370,000 tested, 0.54% active;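 active = inhibition exceeding the mean over every tested compound plus 3 SD, cut at about 30% in these data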;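 also: 0% = plate median of compound wells and 100% = S159A mutant with DMSO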
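Material: mouse ABHD4 enzyme, wild type; Benchmarks: S159A mutant high control, sample median low control; Buffer or medium: HEPES pH 7.0, NaCl, Pluronic buffer; Signal: fluorescence polarization; Read-out: percent inhibition of probe binding, normalized to plate controls; Timing: pre-incubation 45 min, probe exposure 60 min, at 25 °C; Dosing: 8.92 µM, single dose.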
TCR-CD3 inh: blocks the human TCR-CD3 interaction; AID 651800; inhibition, % at 9.4 µM; 360,000 tested, 0.37% active; TAMRA-labeled TCR probe fluorescence, biochemical; in the data active = inhibition above about 19%;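 also: recombinant mutant TCR 2C K166C tagged with TAMRA read by polarization; 0% = receptor in buffer alone and 100% = receptor with positive control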
HTRA1 inh: HTRA1 (human) protease inhibition. Q92743. recombinant HTRA1, FP-rhodamine activity-based probe, fluorescence polarization. inhibition, % at 5.96 µM. 340,000 tested, 0.5% active; in the data active = inhibition above about 36%;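 also: 0% = enzyme with DMSO and 100% = wells lacking enzyme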
LEDGF integ inh: blocks HIV-1 LEDGF/p75-dependent DNA integration | AID 743269 | inhibition, % at 3.7 µM | 370,000 tested, 0.64% active | TR-FRET IN-LEDGF/p75 DNA integration, Eu/Cy5;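 active = inhibition above the screen-wide mean plus 3 SD, cut at about 13% in these data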;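 also: signal is the Cy5 over europium emission ratio at 671 and 618 nm; 0% = plate median of compound wells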
PRMT1 inh: PRMT1 (human) inhibition, primary screen; Q99873; recombinant PRMT1, activity-based probe fluorescence polarization; inhibition, % at 2.79 µM; 370,000 tested, 1.3% active; AID 652257;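 active = inhibition above about 21% made by adding two undisclosed values, limit read from the data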
MBD2 inh: MBD2-methylated oligo binding inhibition | Q9UBB5 | TR-FRET, MBD2 binding to methylated oligonucleotide | inhibition, % at 4.4 µM | 370,000 tested, 0.31% active; in the data active = inhibition above about 13%
Target sequence (Q9UBB5 whole entry, looked up): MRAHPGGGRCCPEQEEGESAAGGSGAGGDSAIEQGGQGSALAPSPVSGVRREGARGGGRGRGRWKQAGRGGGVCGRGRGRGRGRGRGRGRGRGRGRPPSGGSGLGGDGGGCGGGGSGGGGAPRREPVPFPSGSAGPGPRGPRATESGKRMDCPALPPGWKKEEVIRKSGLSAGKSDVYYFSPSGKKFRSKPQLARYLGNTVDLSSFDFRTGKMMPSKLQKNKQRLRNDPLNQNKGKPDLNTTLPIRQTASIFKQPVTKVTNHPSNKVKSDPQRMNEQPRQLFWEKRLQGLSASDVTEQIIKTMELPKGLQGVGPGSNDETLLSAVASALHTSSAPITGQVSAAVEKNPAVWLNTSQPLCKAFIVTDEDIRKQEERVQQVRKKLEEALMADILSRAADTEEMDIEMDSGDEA
SIAE inh: inhibitors of human sialic acid acetylesterase SIAE; Q9HAT2; SIAE FP-Rh probe binding, fluorescence polarization; inhibition, % at 9.66 µM; 370,000 tested, 0.69% active; AID 1053197;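 active = inhibition above a cutoff: mean of compounds within the control limits plus 3 SD of those, cut at about 17% in these data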;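 also: 0% = plate median of compound wells and 100% = probe without SIAE protein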
Target sequence (Q9HAT2 whole entry, looked up): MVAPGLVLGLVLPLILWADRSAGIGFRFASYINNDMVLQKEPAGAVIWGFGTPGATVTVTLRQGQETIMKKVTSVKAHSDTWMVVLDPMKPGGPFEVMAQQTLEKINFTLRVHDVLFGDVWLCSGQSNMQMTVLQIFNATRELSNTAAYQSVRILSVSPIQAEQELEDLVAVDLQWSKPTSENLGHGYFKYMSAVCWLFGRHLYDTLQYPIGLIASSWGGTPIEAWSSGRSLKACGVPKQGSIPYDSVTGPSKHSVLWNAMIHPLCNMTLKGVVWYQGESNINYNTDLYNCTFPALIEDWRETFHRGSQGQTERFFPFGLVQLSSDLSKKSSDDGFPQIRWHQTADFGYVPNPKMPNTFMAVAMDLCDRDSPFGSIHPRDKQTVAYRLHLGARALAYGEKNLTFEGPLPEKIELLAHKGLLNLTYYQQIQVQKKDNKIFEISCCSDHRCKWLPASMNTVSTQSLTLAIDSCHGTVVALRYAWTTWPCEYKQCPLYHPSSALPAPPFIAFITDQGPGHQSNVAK
TDP2 inh: TDP2 (human) inhibition, absorbance primary screen | inhibition, % at 12.8 µM | recombinant TDP2, T5PNP hydrolysis, p-nitrophenol absorbance 415 nm | O95551 | 370,000 tested, 0.34% active | AID 720702;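 active = inhibition above the mean of all tested compounds plus 3 SD, set per campaign, cut at about 25% in these data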;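 also: 0% = DMSO with enzyme and 100% = buffer with substrate but no TDP2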
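Test system: Human TDP2 enzyme | Reagent: 5 mM T5PNP | Compound dosing: 12.8 µM single point, 1% DMSO | Incubation: Enzyme reaction with compound for 2 h at 37 °C | Technique: p-Nitrophenol epi absorbance | Read-out: % inhibition relative to enzyme-containing and enzyme-free wells | Benchmarks: High control without enzyme, low control DMSO plus TDP2 | Replicates: Singlicate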
rCAG RNA binder: molecules binding r(CAG) RNA repeats | r(CAG) RNA repeat, TO-PRO-1 dye displacement fluorescence | inhibition, % at 3 µM | 370,000 tested, 1.3% active;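 active = inhibition above the plate cutoff, the mean of all test compounds on that plate plus 3 SD, cut at about 35% in these data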;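 also: 0% = DMSO alone and 100% = 100 µM mitoxantrone as full dye displacement; higher means more dye released from RNA so lower well fluorescence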
NPR2 activator: GC-B (human) receptor activation; 370,000 tested, 0.11% active; AID 1920062; activation, % at 10 µM; HEK293-GC-B cells, CNP EC30, cGMP TR-FRET; 0% at EC30 CNP, 100% saturating CNP;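 active = activation at 10 µM reaching about 35% in either raw or pattern-adjusted values, limit read from the data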
Starred values were filed as active, the others as inactive; . = no result given. An excerpt; rates above refer to the full screens.

Results follow in this order: TDP2 inh | PRMT1 inh | NPR2 activator | SIAE inh | rCAG RNA binder | LEDGF integ inh | MBD2 inh | ABHD4 inh | HTRA1 inh | TCR-CD3 inh
- Cc1cccnc1C1=NOC(Cc2ccccc2)C(=O)N1CCOc1ccc(F)cc1 (stereo unspecified)
→ -2 | 1 | -17 | -3 | -2 | -1 | 3 | -11 | . | 1
- CC(C)(C)c1ccc(S(=O)(=O)/N=C2\C=C(NS(=O)(=O)c3ccccc3)C(=O)c3ccccc32)cc1
→ 22 | -6 | 1 | 6 | 59* | 16* | -9 | 36* | 14 | -2
- COc1ccc(Br)c2c1C(=O)CC2
→ 14 | 2 | 3 | -3 | -2 | 3 | 1 | -6 | 2 | 9
- CC1(C)C2CCC1(CS(=O)(=O)NC(CC(=O)O)c1cccc(Br)c1)C(=O)C2 (stereo unspecified)
→ -8 | 1 | 3 | -11 | 3 | -1 | 0 | -1 | 2 | 3
- OC(Cn1cncn1)(Cn1cncn1)c1ccc(F)cc1F
→ 4 | -4 | -2 | -2 | 1 | -3 | 2 | -1 | 9 | 4
- CC(=O)c1cccc(NC(=O)CSc2nnc(-c3ccc(S(=O)(=O)N4CCCC4)cc3)o2)c1
→ -1 | 1 | -6 | -11 | 0 | 7 | 1 | 2 | 5 | 8
- COc1ccc2cc(Br)ccc2c1CC(=O)N1CCCC1
→ 5 | -2 | -10 | -3 | -4 | 4 | -1 | -34 | 0 | 3
- Cc1noc(C)c1S(=O)(=O)N1CCC(C(=O)NCCCN2CC(C)CC(C)C2)CC1 (stereo unspecified)
→ 3 | 7 | 1 | -14 | 0 | -5 | 9 | -16 | -10 | 0
- COc1ccc(S(=O)(=O)N2CCCCC2)cc1NC(=O)c1cccc(S(=O)(=O)N2CC(C)OC(C)C2)c1 (stereo unspecified)
→ 3 | 7 | 8 | -14 | 13 | -7 | 9 | -23 | -15 | 0
- O=C(NN=C1CCCC1)c1cc(-c2ccccc2)n[nH]1
→ 1 | -1 | -3 | -6 | 6 | -3 | 1 | 2 | -18 | 6
- CCC[C@H]1CN(Cc2ccccc2)C(=O)[C@@H]1CC(=O)NC
→ 5 | -6 | -3 | -1 | 3 | -2 | -4 | 0 | 1 | 1
- COC(=O)c1cn(C(=O)/C=C/c2ccc(OC)c(OC)c2)c2ccccc12
→ 0 | -4 | 1 | -9 | 2 | 3 | -2 | -5 | -4 | 7
- CN(Cc1ccccc1)C(=O)c1ccc(NC(=O)Cc2ccc(NC(=O)C3CCN(C(=O)C4CCCCC4)CC3)cc2)cc1
→ -7 | -1 | 3 | -8 | 5 | 2 | 0 | 5 | -25 | 5
- O=C(NCC1CCCO1)C(c1ccc(N2CCOCC2)cc1)N(C(=O)Cn1nnc2ccccc21)c1ccccc1F (stereo unspecified)
→ 0 | 1 | -1 | 1 | -3 | 3 | -2 | 11 | -2 | 4
- O=C(COc1cccc(Br)c1)Nc1ccc(N2CCOCC2)cc1N1CCOCC1
→ 5 | 1 | 2 | 0 | 2 | -4 | 6 | -2 | -5 | -6
- CCOC(=O)c1[nH]c(C)c(C(=O)OCC(=O)Nc2sc3c(c2C#N)CCCCC3)c1C
→ 1 | 0 | 6 | -1 | 7 | -1 | 0 | -2 | -21 | 6
- COc1ccc(C(=O)Oc2c(CN3CCOCC3)cc(Cl)c3cccnc23)cc1
→ -10 | -1 | -2 | -4 | -2 | -2 | -1 | 5 | 40* | -3
- Cc1nc(-c2ccccc2)[nH]c(=O)c1Oc1ccc(Cl)cc1Cl
→ -4 | 4 | 3 | 2 | 0 | -1 | 4 | -4 | -2 | -2
- O=S(=O)(NC1CCCCC1Oc1ccccc1)c1ccccc1 (stereo unspecified)
→ 5 | 2 | -5 | -2 | -1 | -4 | 5 | -1 | -10 | -1
- O=C(CCN1C(=O)/C(=C/c2ccccc2)SC1=S)NNC(=O)c1ccncc1
→ -3 | 2 | -1 | 11 | 1 | 2 | 2 | 0 | -2 | -3

Reprinted from the part before: three entries, then new ones.
Results follow in this order: TDP2 inh | PRMT1 inh | NPR2 activator | SIAE inh | rCAG RNA binder | LEDGF integ inh | MBD2 inh | ABHD4 inh | HTRA1 inh | TCR-CD3 inh
- Cc1nc(-c2ccccc2)[nH]c(=O)c1Oc1ccc(Cl)cc1Cl
→ -4 | 4 | 3 | 2 | 0 | -1 | 4 | -4 | -2 | -2
- O=S(=O)(NC1CCCCC1Oc1ccccc1)c1ccccc1 (stereo unspecified)
→ 5 | 2 | -5 | -2 | -1 | -4 | 5 | -1 | -10 | -1
- O=C(CCN1C(=O)/C(=C/c2ccccc2)SC1=S)NNC(=O)c1ccncc1
→ -3 | 2 | -1 | 11 | 1 | 2 | 2 | 0 | -2 | -3
- Cc1ccc(NC(=O)NCCN2CCCCC2)cc1
→ 14 | -5 | 4 | 1 | 0 | 3 | -2 | -7 | -9 | -1
- CCCCNC(=O)C1C(c2ccc(C(F)(F)F)cc2)=Nc2ccccc2N1C(=O)C1CCN(C(C)=O)CC1 (stereo unspecified)
→ 2 | 2 | 14 | 2 | 1 | 0 | 2 | -4 | . | -1
- Cc1ccc(-c2nnc(NCc3nc4ccccc4[nH]3)c3ccccc23)cc1S(=O)(=O)N(C)C
→ -9 | 2 | 10 | -15 | 10 | 3 | 1 | -17 | -20 | 7
- Clc1cc2c(nn1)Nc1ccccc1S2
→ 3 | -4 | -10 | 0 | 5 | 0 | -9 | 5 | 2 | 8
- Cc1ccc(S(=O)(=O)N2CCC(=O)N(C(COCc3cccc(C)c3)Cc3ccccc3)CC2)cc1 (stereo unspecified)
→ -2 | 1 | 2 | 5 | -1 | 1 | 0 | -10 | -57 | 12
- COc1ccc(S(=O)(=O)N2CCN(C(=O)N(C)C)C2C)cc1 (stereo unspecified)
→ -16 | -6 | 1 | 4 | 1 | 6 | -4 | -7 | 7 | -4
- C=CC[C@@H](CC(=O)N(CCO)Cc1ccccc1)C(=O)NC[C@H](OC(=O)[C@@H](CC=C)CC(=O)OC(C)(C)C)c1ccccc1
→ -15 | 1 | -13 | -5 | 6 | 0 | -1 | -9 | -28 | 0
- S=C(NCCc1ccccc1)Nc1ccccn1
→ -12 | 9 | -4 | 1 | -2 | 0 | 2 | 2 | -6 | 4
- CC(C(=O)NC(C)(C)C)N(C(=O)CS(=O)CC(=O)Nc1ccc(F)cc1)c1ccccc1F (stereo unspecified)
→ -12 | 2 | 7 | -8 | -9 | -9 | 0 | 3 | 5 | -8
- CC(C)Nc1nc(-c2cccnc2)nc(-c2ccc(Cl)cc2)c1C#N
→ 1 | -1 | 4 | -4 | -1 | 0 | -1 | 1 | -1 | -2
- COC(=O)c1csc(C2OC(CO)C(O)C2O)n1 (stereo unspecified)
→ -1 | 4 | -1 | 0 | 2 | -3 | 2 | 7 | 0 | -6
- COc1cc(-c2c(C#N)c(N)nc3[nH]c(=S)[nH]c(=O)c23)ccc1O
→ -11 | 1 | 2 | 6 | 1 | -2 | -3 | 2 | 9 | 4
- CCC(C)(C)NC(=O)C(C(C)C)N(CC1CCCO1)C(=O)CNS(=O)(=O)c1ccc(F)cc1 (stereo unspecified)
→ 7 | 1 | 3 | -1 | -3 | -2 | -1 | 1 | 3 | 3
- CC(C)Sc1nnc(CNC(=O)C23CC4CC(CC(C4)C2)C3)n1Cc1ccccc1
→ -4 | 0 | 6 | 3 | -1 | 1 | -2 | 1 | -7 | 0
- O=C(COC(=O)CNC(=O)c1ccc(Cl)cc1Cl)NC(=O)NC1CCCCC1
→ -11 | -1 | -11 | -6 | -5 | 0 | 1 | 4 | 0 | -3
- CCn1cc(C(=O)N(C)c2ccc(OC)cc2)c2cc(OC)c(OC)cc2c1=O
→ -7 | -4 | -4 | -3 | -3 | 2 | -4 | 7 | 2 | 4
- O=C(Nc1ccc(Oc2ccsc2C(=O)O)cc1)c1ccccc1
→ -13 | 4 | 1 | 3 | 7 | -1 | -2 | -1 | 12 | -2
- CN(C)C(=O)c1nnc(Cc2ccc(Cl)cc2)o1
→ 11 | 4 | 1 | -2 | 1 | -4 | 3 | 2 | 5 | -3
- Cc1ccc(S(=O)(=O)N2CC(O)CC2C(=O)NCc2ccc3c(c2)OCO3)cc1 (stereo unspecified)
→ 0 | 0 | -2 | 4 | -2 | -5 | 1 | 2 | 5 | -3
- CN(C)C(CNC(=O)c1cc(S(=O)(=O)N(C)c2ccccc2)ccc1Cl)c1ccccc1 (stereo unspecified)
→ 2 | -4 | 0 | -4 | -6 | 0 | -1 | -1 | 3 | 1
- CCc1nc2c(OCc3ccccc3)cccn2c1N(Cc1ccccc1)C(C)=O
→ 3 | -2 | 1 | 6 | -1 | -4 | 4 | 3 | . | 7
- Cc1cccc(NC(=O)C(C)Sc2nc3nc(C)cc(C)n3n2)c1 (stereo unspecified)
→ -9 | 2 | -2 | -4 | 2 | 2 | 3 | 1 | -3 | -4
- COc1ccc(C(O)c2nccc3cc(OC)c(OC)cc23)cc1OC (stereo unspecified)
→ 34* | 8 | 1 | -9 | -5 | 29* | 12 | -3 | -5 | -5
- O=C(CSCc1ccc(Br)cc1)N=Nc1c(O)[nH]c2ccccc12
→ -9 | 2 | 1 | 1 | 5 | 4 | -11 | -5 | -17 | 0
- COc1ccc(NC(=O)c2ccc3c(c2)C(=O)N(CC2CCCO2)C3=O)cc1O (stereo unspecified)
→ 7 | -1 | -1 | 0 | 0 | 0 | 0 | 2 | -2 | -6
- Cc1cc(NC(=O)c2c(C)noc2C)no1
→ 13 | -4 | -1 | 1 | -3 | 1 | -4 | 0 | 10 | 6
- O=S(=O)(CCc1nc2ccccc2s1)c1ccc(Cl)cc1
→ -10 | 1 | 4 | 7 | -3 | -2 | 2 | 9 | 3 | 3
- COc1ccccc1/C=C/C(=O)NCC(=O)N/N=C/c1ccc(C(=O)O)cc1
→ -8 | -1 | 4 | 4 | 8 | -1 | -1 | -12 | -3 | 2
- CCOc1cc(C(=O)Nc2ccc(C)cc2O)ccc1OCC(=O)N1CCOCC1
→ -3 | 0 | 0 | 9 | 16 | 3 | -1 | 10 | 3 | 10
- CCOC(=O)c1ccccc1NC(=O)C=C(C)C
→ -4 | -5 | 1 | 4 | -3 | 1 | 4 | 1 | 10 | 11
- CC1(C)CC(=O)C2=C(C1)OC(N)=C(C#N)C2c1cn(-c2ccccc2)nc1-c1ccc(F)cc1 (stereo unspecified)
→ -6 | 3 | -3 | -7 | 22 | 7 | 8 | -16 | -53 | 3
- CCOC(=O)c1ccccc1S(=O)(=O)N1CCN(c2nc(-c3cccs3)nc3ccccc23)CC1
→ 2 | 0 | -3 | -1 | . | -1 | 0 | -2 | . | .
- O=C(c1ccc(S(=O)(=O)N2CCCCC2)cc1)N1CCN(c2ccccc2)CC1
→ 5 | 1 | 6 | 1 | -2 | 2 | 6 | -7 | 2 | -1
- CC1CCc2c(sc(NC(=O)c3nc4ncccn4n3)c2C#N)C1 (stereo unspecified)
→ 14 | 1 | -3 | 2 | 0 | 2 | -1 | -2 | -2 | 3

Screening results deposited in PubChem by several laboratories.
